# Bioassay records from PubChem.
# Yeast superoxide: yeast age-related superoxide inhibition as caloric restriction mimetic | AID 2690 | S. cerevisiae aged cells, superoxide DHE fluorescence; stronger effect = lower value | hit rate 0.18% among 330,000 | superoxide response (% of plate mean), % at 10 µM;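 active means superoxide response under a set limit, about three screen SD below normal, cut at about 65% in these data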;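 further: yeast aged for seven days with compound at 30 °C before DHE staining; 100% = average MFI of all compound-treated wells on the plate with controls excluded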
# JMJD2C inh: blocks human GASC-1 demethylase activity. inhibition, % at 2.35 µM. GST-JMJD2C(1-420) H3K9me3 demethylation, DELFIA europium. Q9H3R0. hit rate 0.069% among 330,000;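 active means more than half of a compound's replicate wells show inhibition beyond 50%, single wells judged on their own value; inconclusive means some, but no more than half, of replicates pass 50% inhibition; inactive means no replicate passes 50% inhibition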;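 further: signal counts dimethyl H3K9 product captured on neutravidin plate; 0% = median of DMSO wells and 100% = 0.3 times that DMSO median; strong numbers were not always called active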
# Target sequence (Q9H3R0 1-420 limits assumed): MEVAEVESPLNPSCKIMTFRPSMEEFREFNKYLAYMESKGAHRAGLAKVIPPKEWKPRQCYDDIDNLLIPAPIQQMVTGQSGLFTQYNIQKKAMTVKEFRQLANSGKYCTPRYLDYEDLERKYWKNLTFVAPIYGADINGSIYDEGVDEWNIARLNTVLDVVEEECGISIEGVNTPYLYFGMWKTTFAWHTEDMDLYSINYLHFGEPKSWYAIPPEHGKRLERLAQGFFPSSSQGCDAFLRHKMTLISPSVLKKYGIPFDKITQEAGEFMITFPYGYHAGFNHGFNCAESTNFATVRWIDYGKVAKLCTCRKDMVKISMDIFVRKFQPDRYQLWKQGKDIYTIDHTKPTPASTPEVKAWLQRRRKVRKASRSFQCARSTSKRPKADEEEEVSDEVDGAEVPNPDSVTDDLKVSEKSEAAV
# MEP2-GFP yeast: alters MEP2-GFP fluorescence in TOR pathway yeast screen; hit rate 0.51% among 330,000; S. cerevisiae MEP2-GFP strain, flow cytometry GFP, 3 h; 100% = DMSO control level; AID 2016; GFP response vs DMSO, % at 10 µM;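 active means GFP response versus DMSO above a set limit, roughly screen mean plus 3 SD, cut at about 180% in these data; inconclusive means fewer than 70 cells counted for a yeast strain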;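 further: median GFP fluorescence of the barcode-gated MEP2-GFP cells per well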
# RPL19A TOR yeast: yeast TOR pathway RPL19A-GFP modulation | S. cerevisiae RPL19A-GFP strain, flow cytometry, 3 h; stronger effect = lower value | percent response vs DMSO, % at 10 µM | hit rate 0.3% among 330,000;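 active means percent response vs DMSO below 50%; inconclusive means fewer than 70 events counted for the yeast strain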;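 further: median channel GFP fluorescence of the barcoded RPL19A-GFP strain; ratio of sample median GFP to plate DMSO average so 100% = DMSO; lower means less RPL19A-GFP as with rapamycin TOR inhibition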
# LAP4 TOR yeast: modulators of TOR pathway LAP4-GFP in S. cerevisiae; S. cerevisiae LAP4-GFP multiplex, flow cytometry GFP, 3 h; median GFP as percent of DMSO wells; GFP response vs DMSO, % at 10 µM; hit rate 0.34% among 320,000; AID 2023;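 active means GFP response vs DMSO above a set limit, about the screen mean plus 3 SD, cut at about 150% in these data; inconclusive means under 70 cell events counted for the yeast strain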
# procasp7 counter: counter-screen: procaspase-7 (human) activation; P55210; recombinant procaspase-7, Ac-DEVD-pNA absorbance 405 nm; D23A/D198A/D206A triple mutant, cannot self-cleave; scale: DMSO 0, 5 µM enzyme 100; hit rate 0.093% among 330,000; AID 463210; activation, % at 8.5 µM;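 active means percent activation above the screen-wide mean plus 3 SD, cut at about 25% in these data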
# Target sequence (P55210 whole entry D23A/D198A/D206A): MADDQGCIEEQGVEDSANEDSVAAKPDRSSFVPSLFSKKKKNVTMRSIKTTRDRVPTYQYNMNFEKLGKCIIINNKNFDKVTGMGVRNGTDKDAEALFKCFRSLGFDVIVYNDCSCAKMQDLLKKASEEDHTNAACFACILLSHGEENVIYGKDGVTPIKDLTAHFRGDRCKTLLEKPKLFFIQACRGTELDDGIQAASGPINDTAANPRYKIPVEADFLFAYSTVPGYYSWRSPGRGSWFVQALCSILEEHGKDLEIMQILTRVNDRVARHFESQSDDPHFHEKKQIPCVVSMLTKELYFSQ
#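 Assay system: Uncleavable procaspase-7 mutant enzyme / Input: 2 µM procaspase-7 mutant as dispensed / Dosing: single nominal 8.5 µM compound dose, 0.8% DMSO final / Timing: 1 h enzyme–compound preincubation and 2 h substrate reaction, both 25 °C / Detection: p-Nitroaniline absorbance at 405 nm, read at 0 and 120 min / Replication: singlicate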
# procasp3 activ: procaspase-3 (human) activation. recombinant procaspase-3 D3A, Ac-DEVD-pNA absorbance 405 nm. activation, % at 8.5 µM. hit rate 0.11% among 330,000;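 active means activation above the mean of all tested compounds plus 3 SD, cut at about 21% in these data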;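 further: 0% = DMSO alone and 100% = DMSO wells spiked with extra 5 µM PC-3 D3A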
# Target sequence (P42574 whole entry D9A/D28A/D175A): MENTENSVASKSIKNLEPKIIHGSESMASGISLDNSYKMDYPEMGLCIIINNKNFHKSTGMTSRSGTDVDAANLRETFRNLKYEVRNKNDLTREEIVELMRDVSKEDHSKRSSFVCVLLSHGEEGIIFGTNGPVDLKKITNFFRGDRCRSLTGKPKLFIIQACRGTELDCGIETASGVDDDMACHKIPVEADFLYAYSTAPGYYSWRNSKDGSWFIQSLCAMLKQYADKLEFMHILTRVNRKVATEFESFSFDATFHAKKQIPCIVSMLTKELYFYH
#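 material = Procaspase-3 D3A mutant | probe or stimulus = Ac-DEVD-pNA | compound = single dose, 8.5 µM nominal compound, 0.8% DMSO | timing = 1 h preincubation, 2 h reaction | measured by = 405 nm absorbance of p-nitroaniline, reads at 0 and 120 min | benchmarks = DMSO-only low control, 5 µM PC-3 D3A high control | repeats = singlicate, each compound tested once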
# AHR activator: human AHR activation | P35869 | AHR-responsive luciferase reporter cells, luminescence | activation, % at 5 µM | hit rate 2.5% among 320,000 | AID 2796; in the data active means activation above about 47%;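 further: 0% = vehicle wells and 100% = reference agonist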
# * = called active by the depositor; i = inactive; ? = inconclusive; / = no result given; & = joins results of further samples; [ ] = dose if it differs, or a comment.
canonical_smiles,Yeast superoxide,JMJD2C inh,MEP2-GFP yeast,RPL19A TOR yeast,LAP4 TOR yeast,procasp7 counter,procasp3 activ,AHR activator
Cc1nn(-c2ccccc2)c(C)c1/C=C/C(=O)OCC(=O)Nc1ncc(Cl)cc1Cl,109,-2,105,98,97,0,5,7
CCC(=O)c1c[nH]c(C(=O)N2CCN(c3ccccc3)CC2)c1,84,-14,98,95,99,-1,-1,3
CC(=O)Nc1ccc(N=Cc2c(O)ccc3ccccc23)cc1,109,-7,96,105,81,-12,0,4
CCc1ccc(NC(=O)CN(CC(=O)Nc2ccc(CC)cc2)CC(C)O)cc1 (stereo not drawn),112,3,107,101,86,7,-7,4
CCCCNS(=O)(=O)c1ccc2nc(SCC(=O)Nc3cc(C)cc(C)c3)[nH]c2c1,107,17,117,106,97,8,0,11
Cc1ccc(NC(=O)/C(=C\C=C\c2ccccc2)NC(=O)c2ccccc2)cc1,103,-1,97,95,96,0,-5,13
CCc1noc(C)c1C(=O)N(C)CC(=O)Nc1ccc(F)c(F)c1F,79,-1,99,98,100,3,0,0
CCn1c(=O)cc(SCC(=O)Nc2ccc(Cl)cc2)c2ccccc21,101,2,102,99,95,8,9,-1
COC(=O)C(O)(CC(=O)Nc1ccc(OC(F)(F)F)cc1)C(F)(F)F (stereo not drawn),90,-5,100,100,101,-4,5,-2
CCN(CC)CCNc1nc2ccccc2n1C,91,8,112,105,112,9,-1,3
Cc1oc(-c2cccc(Cl)c2)nc1CS(=O)(=O)CC(=O)NCc1ccco1,84,-41,109,97,93,-7,1,1
c1cc2c(nn1)CCc1nonc1-2,125,-9,110,102,105,3,-2,-1
CCN(CC)C1=N/C(=C\c2ccco2)C(=O)N1c1ccccc1,94,-3,102,101,94,-30,-20,7
CC(=O)N1C2CCCCC2S[C@H]2CCCCC21 (stereo partly drawn),97,3,104,102,100,5,-1,-4
COC(=O)c1cc(NC(=O)c2cccc(C(F)(F)F)c2)c(=O)oc1C/C=N/OCc1cccc(Cl)c1Cl,88,-3,117,/,107,0,8,6
Cc1nc(SCC(=O)OCc2ccccc2)c(C#N)c(-c2ccccc2)c1C(=O)Nc1ccccc1,112,6,102,99,96,4,6,3
COc1cc(C(=O)OC2CC3CCC2(C)C3(C)C)ccc1OC(C)=O (stereo not drawn),105,i,102,96,103,3,1,3
COc1ccc(/C(N)=N/OC(=O)CCCc2ccccc2)cc1OC,101,0,/,/,/,-8,12,7
CC1(C)C(=O)Nc2ccccc2N1C(=O)COc1cccnc1[N+](=O)[O-],116,3,92,87,88,4,-7,2
Cc1sc2nc(SCC(=O)N(C)Cc3ccccc3)n(-c3ccccc3)c(=O)c2c1C,88,-11,102,/,93,-9,-6,5
O=C(Nc1nsc(-c2ccccc2)n1)c1ccc(F)cc1,97,0,93,105,110,5,0,9
CCOC(=O)c1[nH]c(CN2CCN(c3ccc(OC)cc3)CC2)c(C(=O)OCC)c1C,109,-12,108,101,101,2,2,0
CC(C)C[C@H]1CN=C(Nc2ccccc2)N1CC1CCC1,106,6,82,97,128,-10,1,1
CC(O)c1nc2ccccc2n1CC(=O)N1CCN(c2ccccc2)CC1 (stereo not drawn),94,5,97,97,88,1,2,-1
COc1cccc(CC(=O)N[C@@H](CCSC)c2nc3ccccc3[nH]2)c1,111,12,101,102,100,10,-1,4
CCOCCCNC(=O)C1CCCCN1S(=O)(=O)c1ccc(F)cc1 (stereo not drawn),94,7,106,103,97,4,-1,0
OC(COc1ccccc1Br)CN1CCNCC1 (stereo not drawn),98,1,102,101,96,/,/,/
CCOc1ccccc1N(CC(=O)Nc1ccccc1C(=O)OC)S(C)(=O)=O,86,3,106,104,98,0,1,0
CCCS(=O)(=O)N1CCC(C(=O)NCCN(CC)c2ccccc2)CC1,104,5,100,101,102,0,3,-1
Cc1ccc(CNc2ccc3c(c2)OCO3)c(C)c1,107,-4,118,96,124,-4,3,19
O=C(NCCCn1ccnc1)c1cccc(Cl)c1,112,-7,98,99,101,1,8,14
O=C(CSc1ccc2ccccc2c1)NCc1cccs1,103,2,92,94,90,0,4,-5
COc1ccc(S(=O)(=O)Cc2ccc(C(=O)NCc3cccs3)o2)cc1,94,-152,98,100,106,-1,-1,-1
O=C(Nc1nc2c(s1)CN(Cc1ccccc1)CC2)c1cccc(S(=O)(=O)N2CCc3ccccc32)c1,93,-7&-1,?,20*[may fluoresce violet],?,-9,0,9
CN=C1SC(CC(=O)Nc2ccc(C(=O)O)cc2)C(=O)N1C (stereo not drawn),88,0,90,95,86,1,4,0
Nc1cc(=O)[nH]c(=O)n1-c1cccc(F)c1,91,0,104,109,95,3,11,3
CCOc1cc(/C=N/N=C2/NC(=O)C(CC(=O)O)S2)ccc1OCc1ccc(Cl)cc1 (stereo not drawn),99,-2,104,105,96,-1,1,2
O=C(CCN1CCCCC1)c1ccc2c(c1)OCO2,106,8,106,100,106,-26,-38,11
C/C(=C\C(=O)c1ccc(C)o1)Nc1ccc(C(=O)O)cc1C,95,6,92,91,146,-8,-1,1
COc1ccc(-c2noc(CCC(=O)NCC3CCCO3)n2)cc1OC (stereo not drawn),113,4,98,99,88,-7,-1,2
CCn1c(SCC(=O)c2ccc(NC(C)=O)c(OC)c2)nnc1-c1ccc(NS(C)(=O)=O)cc1,103,6,101,100,100,3,3,0
COc1cc(Cc2cc(N)nc(N)n2)cc(OC)c1OC,105,-4,100,105,105,17,-1,1
COc1cc(C)c(CNc2cccc(C)c2)cc1C,98,-1,97,89,93,3,-1,2
COCc1ccc([C@@H]2C[C@H]3CN(Cc4cccnc4)C(=O)[C@]34CCCN24)o1,92,8,99,98,102,7,7,1
CC(C)c1ccc(NC(=O)COC(=O)COc2ccccc2)cc1,95,1,109,104,94,4,-4,-1
O=C(NC(=S)Nc1nc(-c2cccc([N+](=O)[O-])c2)cs1)c1cc(Cl)ccc1Cl,105,2,99,96,99,0,4,0
CCCCC(=O)NC(=S)Nc1cc([N+](=O)[O-])ccc1OC,111,-7,92,91,89,3,-4,11
COc1cc(C(=O)Nc2ccccc2SCc2cc(=O)n3nc(C)sc3n2)cc(OC)c1OC,92,8,107,96,91,4,3,3
CCOC(=O)N1CCN(CC(=O)n2c(C)c(C)c3ccccc32)CC1,91,-13,101,93,97,-2,-5,17
CCS(=O)(=O)N1Cc2ccccc2CC1C(=O)NCc1cccc(OC)c1 (stereo not drawn),99,1,106,109,91,/,/,/

# Next results.
canonical_smiles,Yeast superoxide,JMJD2C inh,MEP2-GFP yeast,RPL19A TOR yeast,LAP4 TOR yeast,procasp7 counter,procasp3 activ,AHR activator
CCCCC1(C)OC(=O)C(=Cc2c[nH]c3ccccc23)C(=O)O1 (stereo not drawn),98,-1,107,109,95,3,3,13
COc1ccc(-n2c(C)cc(/C=C3\SC(=O)NC3=O)c2C)cc1,101,-4,102,96,111,-6,-4,4
c1ccc(-c2nc(N3CCOCC3)cc(N3CCOCC3)n2)cc1,81,-5,87,95,107,7,8,2
Cc1ccc(C(=O)Nc2cccnc2)cc1S(=O)(=O)N1CCCCCC1,/,36,97,106,84,-10,4,77*
CC[C@H](C)[C@@H](C(=O)NCCCCCCCCCCC(=O)N1CCN(C(=O)OC(C)(C)C)CC1)n1cc(CCCCCNC(=O)OC(C)(C)C)nn1,92,3,103,104,91,4,-3,1
CN(CC(=O)Nc1ccccc1Cl)CC(=O)Nc1sc2c(c1C(N)=O)CCC2,88,-1,99,99,103,-6,9,2
Cc1cccc(-n2c(SCC(=O)NCc3ccco3)nc3ccccc3c2=O)c1,116,6,89,98,99,-3,-3,-1
COc1ccccc1CNC(=O)CN1CCN(S(=O)(=O)c2cccs2)CC1,104,-3,93,97,98,7,3,1
Cc1cc(C2=NNC(=NC3CCCCC3)SC2)c(C)n1-c1c(C)n(C)n(-c2ccccc2)c1=O,106,5,115,117,96,-13,4,1
O=C(COC(=O)CCc1nc2ccccc2s1)Nc1ncc(Cl)cc1Cl,103,5,101,110,99,-3,-9,11
CCN(CC)C(=O)C1CCCN(C(=O)c2oc3ccc(C)cc3c2C)C1 (stereo not drawn),114,2,101[may fluoresce green],97[may fluoresce green],100[may fluoresce green],0,1,7
CCOc1cc(CNCc2cccs2)cc(Br)c1OC,101,-3,104,100,102,5,-6,2
Cc1ccccc1C(=O)N(C)c1ccccc1C(=O)NCc1ccccc1,94,-1,105,97,96,0,-7,0
O=c1cc(CSCc2ccc(Cl)cc2)[nH]c(=O)[nH]1,103,-4,108,100,109,8,10,-4
COc1ccc(-c2nnc(COc3ccc4ccccc4c3)o2)cc1OC,103,-1,99,95,99,2,-3,8
CC(=O)Oc1ccc(C(=O)Nc2cc(NC(=O)c3ccc(OC(C)=O)cc3)cc(C(=O)NC(C)(C)C)c2)cc1,103,4,108,104,97,-1,-3,0
CSc1ccc(CN(C)C(C)C(=O)NCc2ccccc2)cc1 (stereo not drawn),100,6,115,93,123,3,7,3
c1ccc(-c2cc3cc4c(cc3cn2)OCO4)cc1,84,-2,222*[may fluoresce violet],48*[may fluoresce violet],102[may fluoresce violet],10,-7,123*
O=C(NCc1ccc(F)cc1)c1ccc(NC(=O)C2CCCO2)cc1 (stereo not drawn),102,-3,107,103,92,-5,-1,-1
Cc1nn2cc(-c3ccc(-c4ccccc4)cc3)nc2s1,96,12,114,102,111,10,0,-1
COc1n[nH]c2nncnc12,89,-29,103,100,105,2,9,0
Cc1cnc(C(=O)OCC(=O)Nc2cc(Cl)cc(Cl)c2)cn1,94,10,97,94,95,10,-2,1
CCOc1ccc(-c2nnn(CC(=O)N3CCCC3)n2)cc1OCC,96,-4,91,96,92,7,-5,5
CC1CCN(Cc2csc(N)n2)CC1,113,28,102,95,99,8,2,1
COC(=O)c1cc(Br)ccc1NC(=O)Nc1ccc(C)cc1,116,3,102,105,106,5,2,4
CCCCCc1cccnc1,108,2,99,91,100,3,1,0
CCn1nc(C)cc1C(=O)NC1CC(C)(C)Cc2c1cnn2-c1cccc(F)c1 (stereo not drawn),98,8,98,98,100,9,6,-1
COCCn1cnnc1SCC(=O)Nc1sccc1C(N)=O,87,-5,101,109,97,4,-1,0
COc1ccc(S(=O)(=O)N2CCC(O)(c3ccc(Cl)cc3)CC2)cc1OC,109,-1,100,98,104,1,12,0
COc1ccc(/C=N/NC(=O)C(=O)Nc2ccccn2)cc1OC,87,6,101,95,98,9,-3,12
Cc1c(C)c2c(OCC(=O)N3CCC(C(N)=O)CC3)cc3c(c2oc1=O)CCC(C)(C)O3,131,0,104,101,106,-10,4,1
O=C(OCCC1Oc2cccnc2NC1=O)c1ccc([N+](=O)[O-])cc1 (stereo not drawn),107,1,100,101,98,-7,-4,-1
